Source: PubChem BioAssay
rCAG binder = binders of r(CAG) RNA repeats, primary screen, biochemical, fluorescence. inhibition, % at 3 µM. r(CAG) RNA repeat, TO-PRO-1 dye displacement fluorescence. 370,000 tested, 1.3% active. AID 651821, 2012;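 active = inhibition above the plate cutoff, the mean of all test compounds on that plate plus 3 SD, cut at about 35% in these data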;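 also: 0% = DMSO alone and 100% = 100 µM mitoxantrone as full dye displacement; higher means more dye released from RNA so lower well fluorescence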
HTRA1 inh = HTRA1 serine protease inhibitors, primary screen, biochemical, fluorescence polarization, HTS; Q92743; recombinant HTRA1, FP-rhodamine activity-based probe; inhibition, % at 5.96 µM; 340,000 tested, 0.5% active; AID 504803, 2011; in the data active = inhibition above about 36%;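 also: 0% = enzyme with DMSO and 100% = wells lacking enzyme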
Target sequence (Q92743 whole entry, looked up): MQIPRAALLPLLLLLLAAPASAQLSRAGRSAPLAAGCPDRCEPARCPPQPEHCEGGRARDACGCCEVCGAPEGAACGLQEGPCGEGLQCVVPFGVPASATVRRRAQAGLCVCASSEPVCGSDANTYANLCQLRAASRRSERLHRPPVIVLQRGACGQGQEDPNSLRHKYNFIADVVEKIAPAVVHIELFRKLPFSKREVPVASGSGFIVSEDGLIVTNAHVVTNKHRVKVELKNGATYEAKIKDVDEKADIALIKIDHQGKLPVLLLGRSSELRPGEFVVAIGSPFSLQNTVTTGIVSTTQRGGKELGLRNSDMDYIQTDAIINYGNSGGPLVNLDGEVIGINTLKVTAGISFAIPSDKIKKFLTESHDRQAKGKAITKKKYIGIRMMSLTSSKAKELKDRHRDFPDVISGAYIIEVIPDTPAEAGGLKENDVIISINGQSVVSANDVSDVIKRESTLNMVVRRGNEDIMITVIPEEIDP
NR1D1 modulator = modulators of Rev-erb alpha DNA binding, primary screen, biochemical, FITC-DNA, fluorescence polarization, uHTS; 370,000 tested, 0.79% active; activity, % at 10 µM; Nuclear receptor subfamily 1 group D member 1 (Homo sapiens), P20393; Rev-erbα–FITC-DNA binding, 90 min;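 active = activity above about 14%, limit read from the data; passing the limit was not always enough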;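 also: 0% = DMSO wells with 35 nM protein and 100% = DMSO wells with 750 nM protein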
MBD2 inh = inhibitors of MBD2 binding to methylated DNA, primary screen, biochemical, TR-FRET, DNA-binding domain, human; Methyl-CpG-binding domain protein 2 (Homo sapiens), Q9UBB5; MBD2 binding to methylated oligonucleotide; inhibition, % at 4.4 µM; 370,000 tested, 0.31% active; in the data active = inhibition above about 13%
UHRF1 MBD2 ctr = UHRF1 methylated DNA binding inhibitors, primary screen, counter-screen for MBD2 inhibitor project, biochemical, TR-FRET, human UHRF1, single concentration; E3 ubiquitin-protein ligase UHRF1 (Homo sapiens), Q96T88; UHRF1 binding to methylated oligo; inhibition, % at 4.4 µM; 370,000 tested, 0.75% active; AID 687016, 2013; in the data active = inhibition above about 21%;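 also: UHRF1 SRA domain binding a hemimethylated CpG hairpin DNA probe; 0% = median of test compound wells and 100% = reference inhibitor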
PG9 binder = binders of HIV-1 gp120 antibody PG9, primary screen, biochemical, TR-FRET. HIV-1 gp120 / PG9 antibody interaction. TR-FRET gp120-PG9 antibody binding. inhibition, % at 6.7 µM. 360,000 tested, 0.43% active. AID 624416, 2012; in the data active = inhibition above about 8.5%
ABHD4 inh = ABHD4 inhibitors, primary screen, biochemical, fluorescence polarization, mouse | purified mABHD4, FP-Rh probe fluorescence polarization | inhibition, % at 8.92 µM | (Lyso)-N-acylphosphatidylethanolamine lipase (Mus musculus), Q8VD66 | 370,000 tested, 0.54% active;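 active = inhibition exceeding the mean over every tested compound plus 3 SD, cut at about 30% in these data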;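 also: 0% = plate median of compound wells and 100% = S159A mutant with DMSO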
Target sequence (Q8VD66 whole entry, looked up): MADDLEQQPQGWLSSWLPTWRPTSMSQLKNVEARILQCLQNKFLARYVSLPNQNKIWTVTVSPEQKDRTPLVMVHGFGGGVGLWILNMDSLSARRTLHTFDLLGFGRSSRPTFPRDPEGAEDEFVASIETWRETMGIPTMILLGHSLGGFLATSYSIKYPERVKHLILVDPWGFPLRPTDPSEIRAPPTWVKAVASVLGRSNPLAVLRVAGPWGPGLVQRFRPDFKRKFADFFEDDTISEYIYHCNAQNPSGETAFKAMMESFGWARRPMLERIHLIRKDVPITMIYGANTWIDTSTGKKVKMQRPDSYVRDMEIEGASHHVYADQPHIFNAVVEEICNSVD
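Assay system: wild-type mouse ABHD4 protein; compound: single nominal dose of 8.92 µM, 0.89% DMSO final; schedule: 45 min + 60 min at 25 °C; measured by: FP readout, ex 525 nm / em 598 nm; evaluation: % inhibition of FP-Rh probe binding versus controls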
LEDGF integ inh = blockers of LEDGF/p75-dependent integrase strand transfer – biochemical, TR-FRET, high throughput, primary screen; HIV-1 integrase (with human LEDGF/p75); TR-FRET IN-LEDGF/p75 DNA integration, Eu/Cy5; inhibition, % at 3.7 µM; 370,000 tested, 0.64% active; AID 743269, 2014;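 active = inhibition above the screen-wide mean plus 3 SD, cut at about 13% in these data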;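 also: signal is the Cy5 over europium emission ratio at 671 and 618 nm; 0% = plate median of compound wells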
PRMT1 inh = PRMT1 methyltransferase inhibitors, primary screen, biochemical, fluorescence polarization | Protein arginine N-methyltransferase 1 (Homo sapiens), Q99873 | recombinant PRMT1, activity-based probe fluorescence polarization | inhibition, % at 2.79 µM | 370,000 tested, 1.3% active | AID 652257, 2013;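 active = inhibition above about 21% made by adding two undisclosed values, limit read from the data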
TCR CD3 inh = inhibitors of human TCR-CD3 interaction, primary screen, biochemical, fluorescence, TAMRA-labeled TCR probe; T-cell receptor (TCR); 360,000 tested, 0.37% active; AID 651800, 2012; inhibition, % at 9.4 µM; in the data active = inhibition above about 19%;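 also: recombinant mutant TCR 2C K166C tagged with TAMRA read by polarization; 0% = receptor in buffer alone and 100% = receptor with positive control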
* = called active by the depositor; . = not tested or not shown. An excerpt, so the mix of outcomes need not match the whole.

SMILES	rCAG binder	HTRA1 inh	NR1D1 modulator	MBD2 inh	UHRF1 MBD2 ctr	PG9 binder	ABHD4 inh	LEDGF integ inh	PRMT1 inh	TCR CD3 inh
CCC(C(=O)OCCOCCN(CC)CC)c1ccccc1 (stereo not drawn)	-2	.	0	-5	1	0.4	13	-5	5	2
COCCN(C(=O)c1ccccc1)c1nc(-c2ccc(OC)cc2)cs1	-2	-11	7	-4	-4	0.1	-4	4	-3	0
CCC(C)(C)NC(=O)C(c1ccc(F)cc1)N(Cc1ccco1)C(=O)c1snc(C(N)=O)c1N (stereo not drawn)	-5	3	5	-1	1	8.4	-2	0	1	-6
CCN(CC)C(=O)C1=C(C)N(Cc2ccc(C(C)(C)C)cc2)C(=O)C(CC(=O)NC2CCCCC2)C1 (stereo not drawn)	-1	3	3	4	1	-0.4	10	-4	-3	-3
O=C(c1cccs1)n1nc(-c2ccccc2)nc1NCc1ccco1	4	10	-2	-2	0	-2.4	-11	2	-1	6
CCCCn1cnc2c([nH]c3ccccc32)c1=O	1	0	-1	1	0	0.3	3	1	-2	5
CCOc1cc(/C=C(/C#N)C(=O)Nc2ccc(OC)cc2)ccc1OCc1ccc(C(=O)O)cc1	-3	-2	2	4	1	-1.2	3	-2	1	6
CCN(CC)C(=O)CC[C@@H]1CC[C@]2(CCCN(S(=O)(=O)C3CCCCC3)C2)O1	0	.	-3	-5	-1	.	-2	-3	8	.
COc1ccc(/C=C/C(=O)N2CCC(c3ccccc3)C2)cc1 (stereo not drawn)	1	-1	-4	9	3	0.9	-10	-2	3	1
Cc1noc(NS(=O)(=O)c2ccc(N3CC(O)=C(c4ccccc4)C3=N)cc2)c1C	3	7	1	0	-4	-0.6	0	1	-1	-2
COC(=O)c1cnc2ccccc2n1	3	5	-5	-8	-3	-0.2	0	3	-1	4
O=C(Cc1ccc(Br)cc1)Nc1ccccc1Cl	1	-7	-2	2	-1	1.7	4	4	-1	-3
COCCCNC(=O)C[C@H]1C[C@@]2(C(=O)OC)C(=C[C@H](C(C)(C)C)O[C@@H]2C)N(CCc2ccc(OC)c(OC)c2)C1=O	-3	.	-3	5	20	-0.3	-2	-3	2	-7
COc1ccc(-n2nc(C(=O)NCC(=O)Nc3cc(C)ccc3OC)c3ccccc3c2=O)c(OC)c1	2	2	13	-3	-1	-2.6	3	-1	-7	0
COc1cc(NC(=O)Cn2nc(-c3ccc(F)cc3)ccc2=O)ccc1-n1cnnn1	-2	-3	9	-2	0	1.0	0	0	-2	10
CN(C)c1ccc(/C=N/NS(=O)(=O)c2ccc(Br)cc2)cc1	7	3	2	-5	-4	-1.6	3	-1	2	7
CC(=O)c1cn(Cc2ccccc2)c(=O)[nH]c1=O	4	0	4	1	-1	-1.4	-1	-2	-1	-1
CCn1ncc(S(=O)(=O)NCc2ccccc2Cl)c1C	-3	-1	1	-1	-1	-1.9	-1	-2	-2	6
CC(C)CNC(=O)C1(C)CCCN1C(=O)c1ccncc1 (stereo not drawn)	1	.	-10	-5	-1	0.3	0	1	-5	0
Cc1ccc(S(=O)(=O)NCC(=O)NNC(=O)c2ccccc2Cl)cc1C	4	2	-1	-2	-1	-0.4	-2	2	-1	4
CCOC(=O)c1oc2ccccc2c1NC(=O)CCl	4	-4	5	5	-1	-3.0	1	3	-11	10
O=C(Nc1nc2ccc(F)cc2s1)C1CCCO1 (stereo not drawn)	0	-3	2	0	0	-2.8	1	1	0	3
Cc1nc2ncnn2c(C)c1CCC(=O)NCc1ccccc1	3	-3	0	-1	0	0.2	2	3	-1	0
COc1ccc(-c2nc(CS(=O)(=O)CC(=O)NC3CCCCCC3)c(C)o2)cc1	-1	0	-3	-2	-1	0.4	3	-2	1	-1
COc1ccc(NC(=O)c2c(OC)cccc2OC)c(OC)c1	4	31	-1	8	13	-1.8	16	-3	-2	2
COCCn1c(=NC(=O)CSC(C)=O)sc2cc(F)ccc21	1	-6	-3	5	6	1.9	-7	3	2	-9
Cc1ccc(C2C(C(=O)c3cc4ccccc4o3)=C(O)C(=O)N2c2cc(C)on2)cc1 (stereo not drawn)	20	-7	5	-4	6	18*	-2	1	4	-11
Cc1ccc(S(=O)(=O)Nc2nc(C)c(C)s2)cc1	5	1	-1	3	-1	-1.1	4	0	-4	5
NCCNc1ccc(C(=O)N2c3ccccc3Sc3ccccc32)cc1[N+](=O)[O-]	30	3	1	0	-1	-0.4	20	-2	-2	-2
CC(=O)c1cccc(NC(=O)C(C)OC(=O)c2cccc(S(=O)(=O)N3CCN(C)CC3)c2)c1 (stereo not drawn)	5	6	-7	6	4	0.9	-5	-1	-2	-10
O=C(O)C(CCc1ccccc1)(Cc1ccccc1)C(=O)O	1	3	-3	3	-2	-1.9	1	-2	0	3
Fc1ccc(N2CCN(C3=Nc4cccc5cccc3c45)CC2)cc1	-3	-4	4	2	14	-4.2	-4	1	-3	1
Cn1cccc1/C=N/NC(=O)c1sc2ccccc2c1Cl	15	5	-1	8	4	0.4	-13	3	6	-10
CCOc1ccc(CN2CCC(n3nccc3NC(=O)C3CC3)CC2)cc1CO	-4	-3	7	-1	-1	-0.4	-6	-2	0	-1
Cc1ccc(Oc2ncc(-c3ccc(Cl)cc3)cn2)cc1	-3	4	11	1	1	0.5	4	-2	-2	2
COc1cc(CNn2nnnc2N)cc(Br)c1OCC(=O)NC(C)(C)C	-7	2	0	-7	-3	4.5	-2	-2	-2	-7
O=C(Cc1cccc2ccccc12)NN1C(=O)/C(=C\c2cccnc2)SC1=S	3	1	2	-5	-3	-1.1	2	6	0	-2
CC1(C)CC(NC(=O)C23CCC(C)(C2Br)C3(C)C)CC(C)(C)N1 (stereo not drawn)	4	3	-3	0	1	-0.9	-1	-1	0	1
CCOc1cc(NC(=O)c2ccccn2)c(OCC)cc1NC(=O)CC(C)C	-2	2	0	6	4	-0.4	9	-1	0	2
Cc1ccc(NC(=O)c2cnccn2)cc1S(=O)(=O)N1CCCCCC1	4	-15	-3	-3	-3	0.4	-1	2	-8	4

11 of the compounds above, with values under each structure:
The line under a structure holds: rCAG binder	HTRA1 inh	NR1D1 modulator	MBD2 inh	UHRF1 MBD2 ctr	PG9 binder	ABHD4 inh	LEDGF integ inh	PRMT1 inh	TCR CD3 inh
COc1ccc(-c2nc(CS(=O)(=O)CC(=O)NC3CCCCCC3)c(C)o2)cc1
  -1	0	-3	-2	-1	0.4	3	-2	1	-1
COc1ccc(NC(=O)c2c(OC)cccc2OC)c(OC)c1
  4	31	-1	8	13	-1.8	16	-3	-2	2
COCCn1c(=NC(=O)CSC(C)=O)sc2cc(F)ccc21
  1	-6	-3	5	6	1.9	-7	3	2	-9
Cc1ccc(C2C(C(=O)c3cc4ccccc4o3)=C(O)C(=O)N2c2cc(C)on2)cc1 (stereo not drawn)
  20	-7	5	-4	6	18*	-2	1	4	-11
Cc1ccc(S(=O)(=O)Nc2nc(C)c(C)s2)cc1
  5	1	-1	3	-1	-1.1	4	0	-4	5
NCCNc1ccc(C(=O)N2c3ccccc3Sc3ccccc32)cc1[N+](=O)[O-]
  30	3	1	0	-1	-0.4	20	-2	-2	-2
CC(=O)c1cccc(NC(=O)C(C)OC(=O)c2cccc(S(=O)(=O)N3CCN(C)CC3)c2)c1 (stereo not drawn)
  5	6	-7	6	4	0.9	-5	-1	-2	-10
O=C(O)C(CCc1ccccc1)(Cc1ccccc1)C(=O)O
  1	3	-3	3	-2	-1.9	1	-2	0	3
Fc1ccc(N2CCN(C3=Nc4cccc5cccc3c45)CC2)cc1
  -3	-4	4	2	14	-4.2	-4	1	-3	1
Cn1cccc1/C=N/NC(=O)c1sc2ccccc2c1Cl
  15	5	-1	8	4	0.4	-13	3	6	-10
CCOc1ccc(CN2CCC(n3nccc3NC(=O)C3CC3)CC2)cc1CO
  -4	-3	7	-1	-1	-0.4	-6	-2	0	-1

Continuation.
SMILES	rCAG binder	HTRA1 inh	NR1D1 modulator	MBD2 inh	UHRF1 MBD2 ctr	PG9 binder	ABHD4 inh	LEDGF integ inh	PRMT1 inh	TCR CD3 inh
CCOC(=O)c1cc2cc(-c3c(C(=O)OCC)oc4cc(O)cc(O)c4c3=O)ccc2o1	43*	9	1	0	0	0.8	-13	-2	2	3
COc1ccccc1NCCC(=O)OCC(=O)NC1CCCCC1	1	4	-7	-1	0	-1.0	5	2	2	-1
COc1ccc2c(CSc3nnc(-c4cccnc4)n3-c3ccccc3F)cc(=O)oc2c1	3	0	2	0	-1	0.2	-6	2	-5	6
COc1ccc(C(C)(C)C)cc1NC(=O)CCNC(=O)c1ccco1	-1	3	1	0	-1	-0.6	7	0	0	6
O=C(NCCN1CCN(C(=O)c2cccs2)CC1)C(=O)Nc1ccc(Br)cc1	-5	-3	2	-2	0	0.8	0	0	1	8
CC(=O)Nc1ccc(S(=O)(=O)NCC(=O)OCC(=O)NNC(=O)c2ccccc2)cc1	2	5	4	-6	1	-1.4	3	5	-6	11
O=[N+]([O-])c1ccc(Sc2ccccn2)nc1	-4	2	1	4	3	-1.6	10	-6	3	-5
O=C(Nc1c(F)cc(F)cc1Br)c1cc2nc(C(F)F)cc(C(F)F)n2n1	-19	8	0	1	-3	0.4	29	1	-3	4
O=C(Cn1cnc2c(oc3ccccc32)c1=O)NCCc1ccccc1	-3	-1	-2	3	-3	1.3	-2	0	2	-6
Brc1ccc(CSc2nnc(Cc3c[nH]c4ccccc34)o2)cc1	3	-29	-5	2	-1	-1.0	-14	-3	1	4
Cc1nn(C(=O)C(C)N2C(=O)c3ccccc3C2=O)c(C)c1Br (stereo not drawn)	0	8	1	-5	2	0.7	2	-9	1	0
O=C(CCS(=O)(=O)c1ccccc1)Nc1ccc(F)cc1Cl	2	.	2	-5	-1	.	5	3	1	.
NNC(=O)CSc1c(-c2cccs2)[nH]c2ccccc12	20	-14	3	4	15	-2.4	27	1	7	0
CN(C)CCN(C(=O)c1cccc(N2C(=O)CCC2=O)c1)c1nc2ccc(Br)cc2s1	2	5	4	-6	1	-2.3	3	-5	-5	1
